Assay outcomes (PubChem)
CHRM4 PAM – CHRM4 positive allosteric modulation | P08173 | CHO-K1 hM4/Gqi5, Fluo-8 calcium fluorescence, ACh EC20; 0% = ACh EC20, 100% = maximal ACh | activation, % at 3 µM | 0.4% of 360,000 active;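 active = activation above its plate's cutoff, the mean activation of sample wells plus 3 SD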; note: some results filed as inactive read as strong as hits
p-CIP stab down – p/CIP protein destabilization. Q05BA5. F442A p/CIP-EGFP cells, EGFP fluorescence, 16 h. decrease of EGFP signal, % at 10 µM. 0.01% of 290,000 active. AID 1984;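 active = EGFP signal decrease of at least 30% at 10 µM or well 3 SD below plate mean, unless failing retest; inactive = the rest, including hits failing retest or dose response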; note: some compounds called inactive have numbers as strong as hits; many of its hits are not listed in these tables
CRFR2-BP antag – antagonists of CRF-binding protein/CRF-R2 receptor complex; HEK293 CRF-R2/CRF-BP, CRF-induced calcium fluorescence; inhibition, % at 11.8 µM; 0.59% of 350,000 active;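 active = inhibition of the ligand-induced calcium signal above about 50% at the single tested concentration, limit read from the data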
CRFR2-BP ag – CRF-BP/CRF-R2 complex agonism; HEK293 CRF-R2/CRF-BP, calcium dye fluorescence (FLIPR); percent of saturating CRF peptide response; activation, % at 13.2 µM; 0.46% of 350,000 active;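 active = activation of at least 50%, plus an integration ratio under a set limit after plate pattern correction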;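 note: plate controls were neutral control wells without compound for no effect and CRF at EC100 for full effect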
MEKK3 PB1 HTS – raises or lowers MEK5 binding to the human MEKK3 PB1 domain. binding response (% of control), % at 10 µM. 1.4% of 290,000 active. Q99759. bead-based flow cytometry, Alexa488-MEK5 binding to MEKK3; actives lie on both sides; 0 = blocked by unlabeled MEK5, 100 = vehicle;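 active = binding response more than 3 SD above or below the average of its plate-row segment, actives on both sides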;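 note: Alexa488 bead fluorescence after subtracting the streptavidin-only scavenger bead signal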
IDE inh – inhibitors of human insulin-degrading enzyme in cells. HEK cells, FAbetaB cleavage, fluorescence polarization. inhibition, % at 5.59 µM. 0.41% of 320,000 active;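 active = percent inhibition above the average of all tested compounds plus 3 SD, set per screening campaign, cut at about 16% in these data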;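 note: IDE supplied by intact live HEK cells; FP after avidin binding of uncleaved biotin substrate so inhibition keeps polarization high; 0% = DMSO wells and 100% = 60 µM reference IDE inhibitor Ii1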
IDE cell activ – activators of human insulin-degrading enzyme in cells; HEK cells, FAbeta-B cleavage, fluorescence polarization; 0% vehicle, 100% cell-free pure enzyme wells; activation, % at 5.96 µM; 0.073% of 340,000 active; AID 493087;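 active = activation above the mean of all tested compounds plus 3 SD, set per screening campaign, cut at about 17% in these data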
PHOSPHO1 inh – blocks human PHOSPHO1 phosphatase activity. 1.1% of 290,000 active. Q8TCT1. recombinant PHOSPHO1, absorbance phosphatase assay. AID 1565. inhibition, % at 13.3 µM; in the data active = inhibition above about 60%
Target sequence (Q8TCT1 whole entry, looked up): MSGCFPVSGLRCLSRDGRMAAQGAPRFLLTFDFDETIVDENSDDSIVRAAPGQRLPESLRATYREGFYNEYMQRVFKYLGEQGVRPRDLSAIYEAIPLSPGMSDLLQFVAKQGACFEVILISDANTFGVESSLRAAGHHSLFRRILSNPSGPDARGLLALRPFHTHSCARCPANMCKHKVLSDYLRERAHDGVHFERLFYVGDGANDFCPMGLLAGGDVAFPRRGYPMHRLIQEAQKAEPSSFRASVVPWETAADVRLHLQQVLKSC
GalR3 antagonist – human GalR3 antagonism. O60755. AID 651719. inhibition, % at 3 µM. HEK293 GalR3-CNG cAMP membrane potential fluorescence; galR3 body fused to GalR1 C-terminus. 0.44% of 360,000 active;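 active = inhibition above the screen-wide average plus 3 SD, cut at about 13% in these data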;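 note: forskolin and galanin both at EC90 stimulate the cells; cAMP rise reported by CNG channel membrane potential dye signal; 0% = forskolin plus galanin with DMSO and 100% = forskolin alone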
Target sequence (O60755 1-299 limits assumed): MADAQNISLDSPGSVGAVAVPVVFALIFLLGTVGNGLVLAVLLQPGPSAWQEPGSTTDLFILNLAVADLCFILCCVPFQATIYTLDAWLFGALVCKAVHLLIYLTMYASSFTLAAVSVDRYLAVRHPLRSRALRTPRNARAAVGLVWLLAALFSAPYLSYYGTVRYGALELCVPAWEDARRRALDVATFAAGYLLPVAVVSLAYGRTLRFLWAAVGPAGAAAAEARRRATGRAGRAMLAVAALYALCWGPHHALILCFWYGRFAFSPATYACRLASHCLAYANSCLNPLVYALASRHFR
An asterisk follows results filed as active; x = no result given.

SMILES	CHRM4 PAM	p-CIP stab down	CRFR2-BP antag	CRFR2-BP ag	MEKK3 PB1 HTS	IDE inh	IDE cell activ	PHOSPHO1 inh	GalR3 antagonist
COCCNC(=O)C(=O)N/N=C(\C)CC(=O)Nc1cccc(C(F)(F)F)c1	-10	1	0	-4.1	101	3	4	0	-4
COc1cccc(-c2ccc(=O)n(CC(=O)Nc3ccc(S(=O)(=O)NCC(C)C)cc3)n2)c1	x	-2	x	x	100	1	x	-11	1
CCCCn1c(N)c(N(CC(C)C)C(=O)c2cc(S(=O)(=O)N3CCOCC3)ccc2Cl)c(=O)[nH]c1=O	6	x	-1	0.1	x	-2	-2	x	-8
CN(C(=O)COC(=O)CCC(=O)c1ccc(Cl)cc1)c1c(N)n(Cc2ccccc2)c(=O)[nH]c1=O	1	x	-26	2.4	x	-3	3	x	-5
CN(C)S(=O)(=O)c1ccc(NC(=O)c2ccc(Br)o2)cc1	-2	-16	-5	-1.1	97	1	-3	-2	x
CCOC(=O)c1cnc(-n2nc(C)cc2C)nc1NC(C)c1ccccc1 (configuration not stated)	1	3	-11	-0.4	102	-1	2	-17	-6
Cn1c(SCC(=O)N2c3ccccc3Sc3ccc(Cl)cc32)nnc1-c1ccco1	-7	-10	14	-2.0	95	3	-4	-13	-3
O=C(COc1ccc(Cl)cc1Br)Nc1cccc(S(=O)(=O)N2CCCC2)c1	-2	x	3	0.5	x	0	1	x	-4
CCC(C(=O)NCc1ccco1)N(C(=O)CNS(=O)(=O)c1ccccc1)c1ccccc1C (configuration not stated)	14	-2	-9	-2.2	107	-2	0	6	-9
Cc1ccccc1Sc1ccc(N)cn1	-15	x	-8	0.5	x	0	x	x	-2
CCNC(=S)N1CCN(C(=O)C(Cc2ccccc2)NC(C)=O)CC1 (configuration not stated)	5	5	-13	0.8	102	3	8	-10	-2
O=C(c1cc(Br)c[nH]1)N1CCCCC1	-6	4	9	0.4	97	4	4	20	1
COc1ccc(CNC(=O)c2cccc(NC(=O)CC3SC(N4CCCCC4)=NC3=O)c2)cc1 (configuration not stated)	9	x	11	29	x	8	0	x	0
CCN1CCc2c(sc(NC(=S)NC(=O)c3ccccc3)c2C#N)C1	8	-20	-8	29	100	26*	-7	-22	-2
Cn1cncc1C#Cc1ccc2cc(C3(O)CCCCC3)oc(=O)c2c1	3	x	-1	0.2	x	-4	6	x	-4
COc1ccc(OCc2nnc(SCC(=O)c3ccccc3)o2)cc1	6	-1	-3	-2.4	98	2	3	32	-2

Exported with two lines to a compound: part of the list above
Under each structure: CHRM4 PAM | p-CIP stab down | CRFR2-BP antag | CRFR2-BP ag | MEKK3 PB1 HTS | IDE inh | IDE cell activ | PHOSPHO1 inh | GalR3 antagonist
CCN1CCc2c(sc(NC(=S)NC(=O)c3ccccc3)c2C#N)C1
  8 | -20 | -8 | 29 | 100 | 26* | -7 | -22 | -2
Cn1cncc1C#Cc1ccc2cc(C3(O)CCCCC3)oc(=O)c2c1
  3 | x | -1 | 0.2 | x | -4 | 6 | x | -4

Additional results follow:
SMILES	CHRM4 PAM	p-CIP stab down	CRFR2-BP antag	CRFR2-BP ag	MEKK3 PB1 HTS	IDE inh	IDE cell activ	PHOSPHO1 inh	GalR3 antagonist
C=CC[C@@H](Cc1ccc(F)cc1)C(=O)OC[C@H]1CCCN1C(=O)[C@H](CC=C)CC(=O)N[C@H](CO)Cc1ccccc1	9	x	-8	-2.9	x	0	8	x	-7
Cc1cc(C)c2nc(SCC(=O)NNC(=O)c3ccco3)c(C)cc2c1	-3	6	-5	-0.2	96	4	5	-3	-6
N/C(=N\S(=O)(=O)c1cc(C(F)(F)F)cc(C(F)(F)F)c1)c1ccccc1	20	-8	-10	3.8	99	2	3	33	-5
C=CCOC(=O)C1=C(C)OC(N)=C(C#N)C1c1ccco1 (configuration not stated)	13	0	5	-3.4	87	2	-3	51	-7
O=C(OCc1ccccc1)/C(=C(\O)c1ccccc1Br)c1ccc(-c2ccccc2)cn1	2	x	-7	0.7	x	-2	2	x	0
COc1ccc(CCNC(=O)Cn2c([N+](=O)[O-])cnc2C)cc1OC	-11	4	-3	1.1	105	-3	0	24	-5
COc1ccc(F)cc1S(=O)(=O)NC1CCCCCC1	-1	6	-22	-3.1	x	1	2	6	-2
C=CCC1(CC=C)CCCN1Cc1nc(COc2ccccc2)no1	-2	-8	-3	3.3	97	-2	0	20	5

Some of the entries so far, with values under each structure:
Order of results – CHRM4 PAM	p-CIP stab down	CRFR2-BP antag	CRFR2-BP ag	MEKK3 PB1 HTS	IDE inh	IDE cell activ	PHOSPHO1 inh	GalR3 antagonist
- CCN1CCc2c(sc(NC(=S)NC(=O)c3ccccc3)c2C#N)C1
→ 8	-20	-8	29	100	26*	-7	-22	-2
- Cn1cncc1C#Cc1ccc2cc(C3(O)CCCCC3)oc(=O)c2c1
→ 3	x	-1	0.2	x	-4	6	x	-4
- COc1ccc(OCc2nnc(SCC(=O)c3ccccc3)o2)cc1
→ 6	-1	-3	-2.4	98	2	3	32	-2
- C=CC[C@@H](Cc1ccc(F)cc1)C(=O)OC[C@H]1CCCN1C(=O)[C@H](CC=C)CC(=O)N[C@H](CO)Cc1ccccc1
→ 9	x	-8	-2.9	x	0	8	x	-7
- Cc1cc(C)c2nc(SCC(=O)NNC(=O)c3ccco3)c(C)cc2c1
→ -3	6	-5	-0.2	96	4	5	-3	-6
- N/C(=N\S(=O)(=O)c1cc(C(F)(F)F)cc(C(F)(F)F)c1)c1ccccc1
→ 20	-8	-10	3.8	99	2	3	33	-5
- C=CCOC(=O)C1=C(C)OC(N)=C(C#N)C1c1ccco1 (configuration not stated)
→ 13	0	5	-3.4	87	2	-3	51	-7
- O=C(OCc1ccccc1)/C(=C(\O)c1ccccc1Br)c1ccc(-c2ccccc2)cn1
→ 2	x	-7	0.7	x	-2	2	x	0
- COc1ccc(CCNC(=O)Cn2c([N+](=O)[O-])cnc2C)cc1OC
→ -11	4	-3	1.1	105	-3	0	24	-5

Continued:
SMILES	CHRM4 PAM	p-CIP stab down	CRFR2-BP antag	CRFR2-BP ag	MEKK3 PB1 HTS	IDE inh	IDE cell activ	PHOSPHO1 inh	GalR3 antagonist
CCCn1c(N)nc2ccccc21	0	-1	-7	-1.3	84	2	5	-7	-3
O=c1nc(SCc2ccccc2Cl)nc(-c2ccc(Cl)cc2)[nH]1	-3	-4	-8	0.2	100	-1	-1	-35	1
Cc1ccc(N2CCN(C(=O)c3ccccc3F)CC2)c(C)c1	-1	-7	-14	-0.2	101	1	-4	-22	x
CC(=O)c1ccc(NC(=S)NC(=O)/C=C/c2ccc(F)cc2)cc1	-1	-4	-16	-0.8	99	0	-2	38	x
O=C(N/C(=C\c1ccccc1)C(=O)N1CCOCC1)c1ccco1	2	-7	4	-0.7	101	8	5	12	-9
COc1ccc([C@H]2C[C@H](O)[C@@H](n3cc(-c4ccc(F)cc4)nn3)CN2CC2CCCCC2)cc1	-1	x	5	1.5	x	x	x	x	-2
CCOc1ccc(C(NC(C)=O)c2ccc(OC)c(OC)c2)cc1 (configuration not stated)	18	-12	-19	2.5	94	-1	-1	27	-3
